Source: PubChem (National Center for Advancing Translational Sciences (NCATS))
Vif-A3G inh = qHTS for Inhibitors of Vif-A3G Interactions: qHTS; DNA dC->dU-editing enzyme APOBEC-3G (Homo sapiens), Q9HC16; HeLa A3G-eYFP + Vif (tagged APOBEC3G with the HIV-1 protein that degrades it), YFP fluorescence, overnight; Potency, µM (titrated, usually from 46.1 µM), for the others: top-dose activity, negative = active, most hits filed as inhibitors; actives 0.076% (n = 410,000); AID 602310, 2012;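 also: potency is read from the fitted curve at half-maximal effect; % is scaled to controls: 0 for no effect and ±100 for the full control effect; nearly all actives have a fitted effect of over 60% in size; hits raise eYFP signal because A3G escapes Vif-driven loss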
Target sequence (Q9HC16 whole entry, looked up): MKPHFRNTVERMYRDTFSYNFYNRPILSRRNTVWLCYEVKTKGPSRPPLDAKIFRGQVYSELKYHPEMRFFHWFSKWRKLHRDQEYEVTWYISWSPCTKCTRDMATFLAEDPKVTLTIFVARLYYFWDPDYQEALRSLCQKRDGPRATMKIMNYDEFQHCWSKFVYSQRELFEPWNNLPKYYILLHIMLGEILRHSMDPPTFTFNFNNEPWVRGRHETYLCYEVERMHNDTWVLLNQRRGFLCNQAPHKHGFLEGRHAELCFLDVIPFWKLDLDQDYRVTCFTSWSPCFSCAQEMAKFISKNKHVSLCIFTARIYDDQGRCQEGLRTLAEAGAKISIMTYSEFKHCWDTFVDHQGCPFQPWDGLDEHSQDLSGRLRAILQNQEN
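HeLa cells stably expressing Vif and C-terminally eYFP-tagged A3G, seeded overnight at 37 deg C, then exposed to compound by pintool overnight at 37 deg C. Rise in yellow fluorescence (Ex 488/Em 500-530, Acumen) marks blocked Vif-driven A3G degradation.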
Glioma ERSR ind = qHTS for Inducers of the Endoplasmic Reticulum Stress Response (ERSR) in Human Glioma: qHTS; U87-MG GRP78 promoter luciferase reporter, 16 h; Potency, µM, without a hit: at the highest dose activation, actives largely listed as activators; actives 0.02% (n = 420,000); also: potency is read from the fitted curve at half-maximal effect; series mostly up to about 76 µM; % of control where 0% means no effect; nearly all actives have a fitted effect of over 35% in size
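ERSR induction read as luciferase luminescence (Bright-Glo, 10 min at room temperature) in stably transfected human U87-MG glioma cells exposed to compounds for 16 h, using GRP78 as sensor.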
LDHA inh = qHTS assay for inhibitors of human lactate dehydrogenase; L-lactate dehydrogenase A chain (Homo sapiens), P00338; actives 0.15% (n = 480,000); purified LDHA, NADH/diaphorase-resazurin fluorescence; hits give low values; AID 1347041, 2019; activity change, % (values are at about 110 or 230 µM); in the data active = activity change below about -30%; inconclusive = mostly about -25% to -30%;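 also: plate controls were DMSO wells for no effect and wells without enzyme for full effect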
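Resorufin fluorescence (ex540/em590), read at 0 and 20 min after diaphorase/resazurin addition, reports the NADH left after a 5 min room-temperature reaction of 2 nM human LDH5 with 0.06 mM NADH and 0.2 mM pyruvate.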
An asterisk follows results filed as active; ? = inconclusive. Unless noted, calls follow the shape of the dose curve; as a rule, active = well fitted curve in the direction sought with a large enough effect; inconclusive = small, poorly fitted or top-dose-only effect, or another doubt; inactive = no such curve, though single readings can be large; an effect the other way counts as inactive or inconclusive. An excerpt, so the mix of outcomes need not match the whole.

SMILES	Vif-A3G inh	Glioma ERSR ind	LDHA inh
OC[C@@H]1CN(Cc2cccs2)C[C@H](n2cnc3c(Nc4ccccc4)ncnc32)O1	-1.7%	2.3%	-2.0
Cn1c(=O)c2cc(NC(=S)NCc3ccccc3F)ccc2n1Cc1cccc(C(F)(F)F)c1	-3.7%	-3.8%	-3.6
COc1cc(C(O)c2nc(/C=C/c3ccccc3)cs2)ccc1F (centres undefined)	-2.6%	-0.6%	-0.4
CCc1nc2c(OCc3ccc(Cl)cc3Cl)cccn2c1N(C)C(=O)CC(C)C	-10.0%	-3.4%	3.1
Cn1cc(-c2csc(C(O)c3ccc(F)cc3)n2)cn1 (centres undefined)	-3.0%	-2.5%	-9.9
Cc1cc(C(=O)N2CCC2(C)C(=O)Nc2cccc3ccccc23)nn1C (centres undefined)	-1.4%	7.3%	-1.3
COc1ccc(-c2cnc3c(NC(C)=O)cc(-c4ccc(C(=O)N5CCOCC5)cc4)cn23)cc1OC	-6.7%	0.7%	-1.4
O=C(Nc1nnc([C@H]2C[C@H](O)[C@@H](CO)O2)s1)Nc1ccccc1C(F)(F)F	-0.7%	-3.3%	-8.3
CCc1ccc2cc(C)cnc2n1	2.7%	-3.9%	-2.7
FC(F)(F)c1cccc(-c2cc3nc(NC4CCCCC4)ccn3n2)c1	-15.7%	-6.3%	3.9
CC(=O)Nc1ccc(C2=NOC(C)(C)C(=O)N2Cc2cccc(C#N)c2)cc1	1.3%	-1.4%	-0.4
CCCNC(=O)C1(C)CCN(C(=O)c2ccccc2OC)C1 (centres undefined)	-0.2%	-4.2%	-4.5
CC1=C(C(=O)N2CCCCCC2)CC(CC(=O)NCCCCc2ccccc2)C(=O)N1Cc1ccccc1 (centres undefined)	0.4%	-4.0%	-2.5
Cc1ccc(F)c(S(=O)(=O)NC(=O)C2(C)CCN2C(=O)Cc2cccs2)c1 (centres undefined)	-2.5%	-1.6%	-8.4
O=C(NCc1ccccc1)c1cc(C2CCCCN2C(=O)CCCc2ccccc2)on1 (centres undefined)	-0.2%	-2.4%	-1.7
Cc1ccsc1C(=O)N1CCC1(C)C(=O)NS(=O)(=O)c1cccc(F)c1 (centres undefined)	-1.8%	0.2%	-7.4
O=Cc1ccc(N2CCN(S(=O)(=O)c3ccc4c(c3)CC(=O)N4)CC2)cc1	-3.7%	-4.2%	-11.2
CCOC(=O)N(C)c1c(CC)nc2c(OCc3ccc(C(F)(F)F)cc3)cccn12	-0.8%	-2.6%	4.0
CC(=O)c1ccc(OC2(C)CCN(Cc3ccc(C)cc3)C2)cc1 (centres undefined)	0.4%	-1.2%	-15.0
CC(=O)Nc1cnc(/C=C\CCCO)cn1	0.4%	-1.9%	-5.3
CC(CC(=O)Nc1ccc2c(c1)c(=O)n(C)n2-c1ccc2ccccc2c1)C(F)(F)F (centres undefined)	?	-3.5%	2.2
COc1ccc(-c2cc(NC(C)=O)c3ncc(-c4ccccc4)n3c2)c(OC)c1	-7.9%	3.0%	11.2
OC(c1ccc(Cl)cc1)c1ncc(-c2cccc(F)c2)[nH]1 (centres undefined)	-9.4%	-3.3%	-12.7
COCCNC(=O)C1(C)CCN(Cc2ccccc2C#N)C1 (centres undefined)	0.2%	-2.9%	-3.1
Fc1ccc2nc(-c3ccccc3)ccc2c1	0.1%	0.7%	-3.6

Going on with the list:
SMILES	Vif-A3G inh	Glioma ERSR ind	LDHA inh
COc1cccc(CNc2nc3cc(-c4ccc(OC)cc4C)sc3c(=O)n2C)c1	1.5%	-1.8%	-2.5
COC(=O)c1cc(=O)nc(NNC(C)=O)s1	-0.5%	-3.4%	3.6
CC1(C(=O)NS(=O)(=O)c2cccc(C#N)c2)CCN1C(=O)CC1CCCCC1 (centres undefined)	0.1%	-0.5%	-2.6
COC(=O)c1ccc(CN2C(=O)C(Cc3ccccc3)ON=C2c2ncccc2C)o1 (centres undefined)	-4.4%	-1.3%	1.5
CCCS(=O)(=O)NC(=O)C1(C)CCN(C(=O)c2ccco2)C1 (centres undefined)	-1.8%	1.0%	-5.7
Cc1cnc(CNC(=O)c2csc([C@@H]3C[C@H](O)[C@@H](CO)O3)n2)cn1	-4.1%	-5.6%	-12.3
OC(c1ccccc1)c1nc(-c2ccccc2)cs1 (centres undefined)	-0.6%	6.1%	-0.3
CN(C)CCNc1nc(Oc2cccc(F)c2)c2sccc2n1	0.8%	-2.3%	-0.6
Cc1ccccc1-c1nc(NCC2CC2)nc2ccsc12	-5.5%	4.5%	-2.3
Cc1noc(C)c1S(=O)(=O)NC(=O)C1(C)CCN1C(=O)C1(c2ccc(Cl)cc2)CCC1 (centres undefined)	-1.6%	-5.6%	-4.9
NC(CCc1ccccc1)c1csc(NC(=O)Nc2ccccc2Oc2ccccc2)n1 (centres undefined)	0.5%	-13.6%	-19.5
CCCNC(=O)C1(C)CCCN(C(=O)c2ccc3sccc3c2)C1 (centres undefined)	-2.3%	-2.3%	-7.2
COc1cccc(C(C)(O)c2nc(-c3cccc(C(=O)O)c3)cs2)c1 (centres undefined)	-2.5%	-2.3%	-8.4
O=C(Nc1cccc(OC(F)(F)F)c1)[C@@H]1O[C@H](CO)[C@H](O)[C@H](O)[C@H]1O	2.0%	-2.4%	-12.2
CCc1nc2c(OCCC3CCCCC3)cccn2c1N(C)C(=O)C1CC1	-4.3%	0.5%	-3.7
CC(=O)Nc1cncc(-c2cccc(S(C)(=O)=O)c2)n1	0.5%	1.0%	-5.9
CC(=O)Nc1cccc(-c2cc3nc(NCc4cccnc4)n(C)c(=O)c3s2)c1	-1.1%	1.6%	-2.1
O=C(Nc1nnc([C@@H]2C[C@H](O)[C@@H](CO)O2)s1)Nc1cccc2c1CCCC2	-2.6%	-4.1%	-1.6
CCNC(=O)C1CCCN(C(=O)c2ccc(-c3ccccc3)cc2)CC1 (centres undefined)	-4.8%	-1.9%	-5.7
O=C(Nc1ccc(F)cc1)Nc1nnc([C@@H]2C[C@H](O)[C@@H](CO)O2)s1	0.1%	-0.9%	-7.7
COc1ccc(-c2cnc3c(NC=O)cc(-c4ccc(S(C)(=O)=O)cc4)cn23)cc1OC	?	-2.0%	-4.5
CCOC(=O)c1ccc(-c2ccc3ncnc(NCc4csc(C)n4)c3c2)o1	-11.1%	?	-1.2
CC(C)(C)c1ccc(CC(=O)N2CCC2(C)C(=O)NS(=O)(=O)c2cccc(C#N)c2)cc1 (centres undefined)	0.5%	-1.4%	-0.2
COc1cc(F)ccc1-c1cc(C(=O)NCc2cccc(Cl)c2)[nH]n1	-2.6%	0.5%	-8.8
CCCCN1CC(N2CCCCC2)CS1(=O)=O (centres undefined)	-0.8%	-3.2%	-7.8

4 records picked at random from those above:
SMILES	Vif-A3G inh	Glioma ERSR ind	LDHA inh
Cc1ccccc1-c1nc(NCC2CC2)nc2ccsc12	-5.5%	4.5%	-2.3
COc1cccc(C(C)(O)c2nc(-c3cccc(C(=O)O)c3)cs2)c1 (centres undefined)	-2.5%	-2.3%	-8.4
CCCS(=O)(=O)NC(=O)C1(C)CCN(C(=O)c2ccco2)C1 (centres undefined)	-1.8%	1.0%	-5.7
COC(=O)c1ccc(CN2C(=O)C(Cc3ccccc3)ON=C2c2ncccc2C)o1 (centres undefined)	-4.4%	-1.3%	1.5

Entries of single compounds, quoted from the list. Screens in order: Vif-A3G inh, Glioma ERSR ind, LDHA inh
CC(CC(=O)Nc1ccc2c(c1)c(=O)n(C)n2-c1ccc2ccccc2c1)C(F)(F)F (centres undefined) is entered as ?, -3.5%, 2.2
CC1=C(C(=O)N2CCCCCC2)CC(CC(=O)NCCCCc2ccccc2)C(=O)N1Cc1ccccc1 (centres undefined) is entered as 0.4%, -4.0%, -2.5
OC[C@@H]1CN(Cc2cccs2)C[C@H](n2cnc3c(Nc4ccccc4)ncnc32)O1 is entered as -1.7%, 2.3%, -2.0
COc1ccc(-c2cc(NC(C)=O)c3ncc(-c4ccccc4)n3c2)c(OC)c1 is entered as -7.9%, 3.0%, 11.2
Cc1ccsc1C(=O)N1CCC1(C)C(=O)NS(=O)(=O)c1cccc(F)c1 (centres undefined) is entered as -1.8%, 0.2%, -7.4

Returning to the listing, starting 4 compounds before the break.
SMILES	Vif-A3G inh	Glioma ERSR ind	LDHA inh
CCOC(=O)c1ccc(-c2ccc3ncnc(NCc4csc(C)n4)c3c2)o1	-11.1%	?	-1.2
CC(C)(C)c1ccc(CC(=O)N2CCC2(C)C(=O)NS(=O)(=O)c2cccc(C#N)c2)cc1 (centres undefined)	0.5%	-1.4%	-0.2
COc1cc(F)ccc1-c1cc(C(=O)NCc2cccc(Cl)c2)[nH]n1	-2.6%	0.5%	-8.8
CCCCN1CC(N2CCCCC2)CS1(=O)=O (centres undefined)	-0.8%	-3.2%	-7.8
O=C(Nc1cccc(F)c1)c1ccc(-n2cncn2)c2ccoc12	2.5%	-4.6%	-5.3
CN(C)CCCOc1ccc(-c2cc3nc(NCc4cccnc4)n(C)c(=O)c3s2)cn1	3.1%	-2.7%	9.6
CC[C@H](NC(=O)/C=C/[C@H]1O[C@@H](n2cc(C)c(=O)[nH]c2=O)C[C@@H]1O)c1ccccc1	1.6%	-3.9%	-4.2
O=C(Nc1ccc2nc([C@H]3C[C@H](O)[C@@H](CO)O3)[nH]c2c1)NC(c1ccccc1)c1ccccc1	3.4%	-2.3%	3.8
Cc1nc2c(OCc3ccc(C#N)cc3)cccn2c1N(C)Cc1cccs1	-7.4%	-3.7%	5.9
Cc1ccccc1-c1cc2nc(Oc3cccc4ccccc34)n(C)c(=O)c2s1	1.3%	2.1%	5.9
Clc1ccc2nc(-c3ccccc3)c(CC3CCCCC3)n2c1	0.2%	-2.7%	-10.1
CCCS(=O)(=O)NC(=O)C1(C)CCN(C(=O)c2ccc(C(F)(F)F)nc2C)C1 (centres undefined)	-4.3%	-3.9%	-2.1
OCc1ccc(-c2cccc3nccn23)cc1	-0.4%	-0.9%	-3.5
CN1CCCCC1(C)C(=O)NCc1ccc(C(C)(C)C)cc1 (centres undefined)	1.9%	0.7%	-2.6
COCCNc1nc2cc(-c3ccccc3)sc2c(=O)n1C	-1.4%	2.5%	-2.5
O=C(NCCc1ccc(O)cc1)c1[nH]c(C(F)(F)F)nc1-c1ccccc1	-0.6%	-5.6%	-6.5
CCOC(=O)C1(C)CCN1C(=O)c1csnn1 (centres undefined)	-1.8%	-1.6%	-4.8
O=C(NCC1CC1)c1ccc2sc([C@H]3C[C@H](O)[C@@H](CO)O3)nc2c1	-4.3%	-2.5%	-2.3
Cc1cc(C)cc(CC(=O)N2CCC2(C)C(=O)NS(=O)(=O)c2cccc(F)c2)c1 (centres undefined)	-3.0%	-4.9%	-2.8
CC(C)c1cc(Cn2c3ccccc3c(=O)n2C(C)C)on1	-2.1%	-6.4%	-4.2
CCC[C@@H]1C=C(C(=O)OCC)[C@H](c2ccccc2)N1S(=O)(=O)c1ccc(C)cc1	-1.5%	-4.1%	-4.3
O=C(NCc1ccccc1Br)c1cccs1	-3.0%	-1.5%	-0.5
COCCN1C(=O)CCC1(C)C(=O)Nc1c(C)cccc1C (centres undefined)	-4.1%	-4.1%	-2.1
CCCNC(=O)C1(C)CCN(Cc2csc(-c3ccc(Cl)cc3)n2)C1 (centres undefined)	-0.9%	-0.8%	-2.3
C#Cc1cccc(Nc2nc(NC(C)C)nc3ccsc23)c1	-8.8%	-8.5%	-3.4
OC[C@@H]1CN(Cc2ccc(Cl)cc2)C[C@H](n2cnc3c(NC4CC4)ncnc32)O1	1.7%	1.3%	-2.0
O=C(Nc1nnc([C@H]2C[C@H](O)[C@@H](CO)O2)s1)Nc1cccc2c1CCCC2	-0.5%	-4.2%	2.3
Cn1cnc(S(=O)(=O)N2CCCCC2c2cc(C(=O)NCc3ccc(Cl)c(Cl)c3)no2)c1 (centres undefined)	-6.4%	-1.8%	-3.0
COCCNC(=O)C1CCCN(Cc2ccccc2Cl)CC1 (centres undefined)	-4.8%	0.7%	-4.2
CN(C)c1cccc(CNC(=O)c2ccc3nc([C@H]4C[C@H](O)[C@@H](CO)O4)[nH]c3c2)c1	-0.3%	-5.9%	2.5
